Screens as filed in PubChem BioAssay.
mcGAS RapidFire = mouse cGAS inhibition by mass spec | Q8C6L5 | recombinant mouse cGAS, cGAMP by RapidFire MS | inhibition, % at 12.5 µM | 0.18% of 130,000 active;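 active means inhibition of cGAS enzyme activity at or above 60%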;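 further: enzyme stimulated by 45 bp dsDNA with ATP and GTP substrates; cGAMP share of summed cGAMP plus half ATP and half GTP signals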
Target sequence (Q8C6L5 whole entry, looked up): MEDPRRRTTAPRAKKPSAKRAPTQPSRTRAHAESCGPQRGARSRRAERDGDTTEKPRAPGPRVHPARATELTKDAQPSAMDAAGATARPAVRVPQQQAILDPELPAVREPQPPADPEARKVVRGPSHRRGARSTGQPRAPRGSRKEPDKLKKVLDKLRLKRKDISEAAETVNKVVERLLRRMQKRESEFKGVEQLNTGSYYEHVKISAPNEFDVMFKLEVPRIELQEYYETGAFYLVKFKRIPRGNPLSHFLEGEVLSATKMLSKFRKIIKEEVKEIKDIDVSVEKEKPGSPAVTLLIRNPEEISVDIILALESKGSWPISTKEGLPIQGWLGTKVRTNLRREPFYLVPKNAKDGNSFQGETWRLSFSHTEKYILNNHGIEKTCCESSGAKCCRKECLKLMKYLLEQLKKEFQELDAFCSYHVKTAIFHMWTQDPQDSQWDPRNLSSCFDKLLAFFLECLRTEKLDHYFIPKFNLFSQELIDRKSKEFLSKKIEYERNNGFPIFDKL
Numbers without * were called inactive; & = joins results of further samples. Only part of the results is shown; rates above refer to the full screens.

SMILES	mcGAS RapidFire
Cc1occc1C(=O)n1c(C)csc1=Nc1ccc(C(=O)O)cc1	-9
COc1cc(OC)cc(C(=O)NCC2CCCN(Cc3cnn(C)c3)C2)c1 (centres undefined)	-2
CN(CCc1ccccn1)C(=O)CCC1CCCN(C(=O)Cn2cnc3ccccc32)C1 (centres undefined)	-7
Cc1nnc(NCc2ccc(N3CCSCC3)cc2)c(C#N)c1C	-11
COc1ccc(CCCN(C)S(=O)(=O)c2ccc(S(=O)(=O)N3CCCC3)cc2)cc1OC	-6
COCC(=O)NC1CCN(c2ccccc2C(=O)N2CCN(c3ccc(Cl)cc3)CC2)CC1	-4
Brc1ccc(-c2nc(-c3ccccn3)no2)o1	-12
Cc1cccc(C)c1Cn1c(C)c(C(=O)NCc2ccc(Cl)c(Cl)c2)sc1=O	-3
COc1ccc2cc(C(=O)C3CCCN(C(=O)C4=NN(C)C(=O)CC4)C3)ccc2c1 (centres undefined)	-9&-3
CC1=NOC(C(=O)NCCOc2ccccc2F)C1 (centres undefined)	6
C[C@@H](NC(=O)N1CCC(n2cc(-c3cccnc3)nn2)CC1)c1ccccc1	-12
CC1(C)N=C(N)NC(Nc2ccc(Br)cc2)=N1	47
Cc1cc(=O)[nH]c(-n2nc(C3CC3)cc2NC(=O)c2ccc3c(c2)OCO3)n1	-5
CC1CN(C(=O)c2cnn(C)c2NC(=O)c2ccc(F)cc2Cl)CC(C)O1 (centres undefined)	-11
CCOC(=O)N1CCN(c2nc(Nc3ccc(Cl)cc3C)c3nccnc3n2)CC1	1
Cn1c(=O)n(CCN2CCOCC2)c(=O)c2c1nc1n2CCCN1c1ccccc1	-9
O=C(Nc1nc2ccc(Cl)cc2s1)c1ccc([N+](=O)[O-])s1	-12
C#CCSc1nnc2c3ccccc3n(C)c2n1	6
CCOC(=O)C1(CCOc2ccccc2)CCN(Cc2csc(C(C)=O)c2)CC1	-9
CCN(CC)C(=O)N1CCN(C(=O)c2cc3cc(Cl)ccc3[nH]2)CC1	-14
CC(C)(C#N)c1ccc(NS(=O)(=O)CC2CCCCO2)cc1 (centres undefined)	-2&3
Cc1ccccc1C(C(=O)N1CCN(C2CCOCC2)CC1)N(C)C (centres undefined)	-34
CCOn1c(=O)c(-c2ccc(OC)cc2OC)[n+]([O-])c2ccccc21	-5
O=C1NCCN(Cc2ccc(F)c(F)c2)C1CC(=O)N1CC=CC1 (centres undefined)	-7
Fc1ccc(C2=NNC3=Nc4ccccc4OC3C2)cc1 (centres undefined)	-1
Cc1ccc(C(=O)N2CCC(CCC(=O)N3CCC(Cc4ccccc4)CC3)CC2)cn1	-6
CCNS(=O)(=O)c1cc(N(C)S(=O)(=O)c2ccc(Cl)cc2)c(C)cc1C	-8
CNCCCCOc1cccc2c(=O)c3ccccc3oc12	21
CC1(C)[C@H]2CC[C@@H](CNC(=O)c3cc(=O)n(-c4ccccc4)[nH]3)[C@@H]1C2	-2
C/C(=C\c1ccccc1)CNCC(C)(C)N1CCN(C)CC1	-7
O=C1CCC(C(=O)NCCCCC2CCCO2)=NN1 (centres undefined)	-13
Cc1ccc(S(=O)(=O)NC(c2cccs2)C2CC2)cc1C (centres undefined)	-14
CC(=O)N1N=C(c2ccccc2)OC1C(=O)N1CCCC(C)(C)C1 (centres undefined)	-14
CC(=O)c1c(C)[nH]c(C(=O)Nc2nc(C)cs2)c1C	-8
O=c1[nH]c(/C=C/c2ccc3c(c2)OCCO3)nc2scc(-c3ccccc3)c12	-2
Nc1cc(N)nc(SCc2cccnc2)n1	2
CNC(=O)NC(=O)CSc1nccn1-c1ccc(OC)cc1	2
Cc1nc2sc3c(=O)[nH]cnc3c2c2c1COC(C)(C)C2	8
Cc1nc(NCCn2cccn2)c2cnn(C)c2n1	-22
CNC(=O)C1CCCN1Cc1csc(C(C)(C)C)n1 (centres undefined)	-5
O=C(NCCc1ccccc1F)N1CCCn2cncc2C1	-7
O=C(c1ccccn1)C1CCCN(c2nccc(CCC(F)(F)F)n2)C1 (centres undefined)	11
O=C(NCc1ccccc1OC(F)(F)F)C1CCC(=O)N(Cc2ccccn2)C1 (centres undefined)	-10
CCN(CC(=O)NC(C)(C)C)C(=O)c1ccccc1-c1ccc(C(F)(F)F)cc1	5
Cc1cc(CN2CCCC2)ccc1Oc1cncc(C(=O)N2CCCC2)n1	-14
Cc1cc(C(=O)N2CCC(N(C)C)C2)ccc1NC(=O)c1ccco1 (centres undefined)	-5
CCOc1ccc(NC(=O)c2cc(Cl)nc3ccccc23)cc1	-4
CN(C(=O)c1ccncc1)C(C#N)c1cc(Br)ccc1F (centres undefined)	10
C=CCSc1nnc(NC(=O)c2ccccc2Br)s1	-1
Cc1nnnn1-c1cc2c(s1)CCCC2	-5
CC1(C)CC(=O)C(C=NCCCNC2CCCCC2)=C(O)C1	-7
COc1c(C)cc(-c2ccc(C(=O)N(C)C)o2)cc1C	-38
O=c1ccc(-c2ccccc2)nn1CCCNS(=O)(=O)c1cccnc1	11
CC(C)=NOC(C)C(=O)N1CCN(Cc2c(-c3ccccc3)nc3ccccn23)CC1 (centres undefined)	-1
CC1CC(C)CN(C(=O)CSc2n[nH]c(-c3ccccc3Br)n2)C1 (centres undefined)	-1
N#Cc1cc(NC(=O)c2ccc(F)cc2)c(=O)n2c1sc1ccccc12	-2
O=C(NCc1ccccn1)C1CCN(Cc2cc3n(n2)CCCNC3)CC1	-10
CCCCCN(C(=O)NC(=O)NCCCC)S(C)(=O)=O	-1
O=C(CCCn1ccnc1)N1CCC2(CCNCC2)CC1	-4
CC(C)C[C@@H](N)C(=O)NCc1nncn1C1CCCCC1	17

A portion taken from the entries so far:
SMILES	mcGAS RapidFire
C#CCSc1nnc2c3ccccc3n(C)c2n1	6
CCOC(=O)C1(CCOc2ccccc2)CCN(Cc2csc(C(C)=O)c2)CC1	-9
CCN(CC)C(=O)N1CCN(C(=O)c2cc3cc(Cl)ccc3[nH]2)CC1	-14
CC(C)(C#N)c1ccc(NS(=O)(=O)CC2CCCCO2)cc1 (centres undefined)	-2&3
Cc1ccccc1C(C(=O)N1CCN(C2CCOCC2)CC1)N(C)C (centres undefined)	-34
CCOn1c(=O)c(-c2ccc(OC)cc2OC)[n+]([O-])c2ccccc21	-5
O=C1NCCN(Cc2ccc(F)c(F)c2)C1CC(=O)N1CC=CC1 (centres undefined)	-7
Fc1ccc(C2=NNC3=Nc4ccccc4OC3C2)cc1 (centres undefined)	-1
Cc1ccc(C(=O)N2CCC(CCC(=O)N3CCC(Cc4ccccc4)CC3)CC2)cn1	-6
CCNS(=O)(=O)c1cc(N(C)S(=O)(=O)c2ccc(Cl)cc2)c(C)cc1C	-8
CNCCCCOc1cccc2c(=O)c3ccccc3oc12	21
CC1(C)[C@H]2CC[C@@H](CNC(=O)c3cc(=O)n(-c4ccccc4)[nH]3)[C@@H]1C2	-2
C/C(=C\c1ccccc1)CNCC(C)(C)N1CCN(C)CC1	-7
O=C1CCC(C(=O)NCCCCC2CCCO2)=NN1 (centres undefined)	-13
Cc1ccc(S(=O)(=O)NC(c2cccs2)C2CC2)cc1C (centres undefined)	-14
CC(=O)N1N=C(c2ccccc2)OC1C(=O)N1CCCC(C)(C)C1 (centres undefined)	-14
CC(=O)c1c(C)[nH]c(C(=O)Nc2nc(C)cs2)c1C	-8

The listing continues.
SMILES	mcGAS RapidFire
CCOC(=O)COn1c(=O)c(-c2ccc(C)cc2)[n+]([O-])c2ccccc21	-12
Cc1[nH]n(-c2ccccc2)c(=O)c1C(C[N+](=O)[O-])c1ccc(Cl)cc1 (centres undefined)	6
COC(=O)c1c(NC(=O)CSc2nncs2)sc2c1CCCCC2	-49
Cc1cc(C)c(C(=O)N2CCOC(Cc3ccc(F)cc3)C2)o1 (centres undefined)	-6
CSCC(=O)Nc1nc(-c2c(C)cc(C)cc2C)cs1	11
CC(NS(=O)(=O)N1CCCCCC1)c1ccc2c(c1)CCO2 (centres undefined)	-11
COC(=O)NC(C)c1ccc(C)cc1C (centres undefined)	-31
O=C1OC(c2ccc3c(c2)OCO3)=NC1=Cc1cccc(F)c1	-3
CC1CCC(NC(=O)CN2CCN(c3ccc(Cl)cn3)CC2)CC1 (centres undefined)	-1
O=S(=O)(N1CCCC1)N1CCc2c(ncnc2N2CCOCC2)C1	-1
O=C(CSc1ncnc2sc3c(c12)CCC3)NCC(F)(F)F	-27
Nc1ccn(C2CSC(CO)O2)c(=O)n1 (centres undefined)	-6
Oc1cc2c(cc1CN1CCN(c3ncccn3)CC1)OCO2	-2
CN(C(=O)NCc1ccccc1Oc1ccccc1)C1CCOCC1	-12
Cc1ccc(S(=O)(=O)C(C)c2ncc(C(C)(C)C)o2)cc1C (centres undefined)	-14
COc1cc(OC)c2cc(C(=O)N(C)Cc3cnn(C)c3)[nH]c2c1OC	4
O=C1OC(C2COC3(CCCCC3)O2)C2OC3(CCCCC3)OC12 (centres undefined)	-5
Cc1ccccc1CN(C)C(=O)c1ccnc(NC2CC2)c1	-18&15
CCCC1(C(=O)NCC(O)c2c(Cl)cccc2Cl)CCC1 (centres undefined)	10
O=C(CNc1ncc(C(F)(F)F)cc1Cl)N1CCc2ccccc21	-6
Cc1cccc(OCCC(=O)NNC(=O)c2ccoc2C)c1	-16
CCOC(=O)CC1=NC(C)(C)CC2=C(OC)C3(C=CC2=C1)CC(C)(C)N=C3CC(=O)OCC (centres undefined)	1
CN1CCN(C(=O)C2=CC(c3ccco3)=NS(=O)(=O)N2C)CC1	-4
O=S(=O)(c1cc(Cl)cc(Cl)c1O)N1CCCCC1	-5
Cc1ccc(-c2nc(NC(=O)Cn3cccnc3=O)sc2C)s1	-10&-5
C=C1c2ccccc2N=C(SCC(=O)NCC(F)(F)F)N1C	-5
CCOC(=O)c1cc([N+](=O)[O-])[nH]n1	34
COc1ccc2cc(-c3[nH]ncc3CN3CCCC3c3ccccn3)ccc2c1 (centres undefined)	-3
CCn1c(C)cc(O)c(C(c2ccccc2OC)N2CCN(CCO)CC2)c1=O (centres undefined)	-8
CC(CCc1ccccc1)NC(=O)NCCC1CCCC1 (centres undefined)	-17
CCCn1c(C)c(C)n2c3c(=O)n(CC(N)=O)c(=O)n(C)c3nc12	-10
COc1cc(C2CN(C(=O)c3ccccc3C)CC2C(=O)NC(C)C)cc(OC)c1OC (centres undefined)	-5
Cc1ccccc1C(=O)N1CCC(C(=O)Nc2ccc(CC#N)cc2)CC1	-4
CC1OC2Cc3ccccc3C2N(Cc2ccc(OC(F)(F)F)cc2)C1=O (centres undefined)	1
O=C(c1cc(CN2CCC(Cc3ccccc3)CC2)on1)N1CCCC1	-7
N#CCc1nc(CSc2nnnn2-c2ccccc2)cs1	5
CC1CCc2nc(NC(=O)C3Cc4ccccc4O3)sc2C1 (centres undefined)	-12
CCC(C(=O)N1CCC2(CC1)C(=O)NCCN2C)n1cccn1 (centres undefined)	-4
CNC(=S)N1N=C(c2ccc(Br)cc2)CC1c1ccc(OC)cc1 (centres undefined)	7
CCOC(=O)CN(C)C(=O)c1coc(COc2ccccc2F)n1	-4
CC(C)c1nnc(CS(=O)c2ccc3ccccc3c2)o1 (centres undefined)	2
CC(=O)Nc1ccc(NC(=O)NC(C)C(C)(C)C)c(Cl)c1 (centres undefined)	7
O=C1NCC(=O)N2CCN(C(=O)Nc3ccccc3Oc3ccccc3)CC12 (centres undefined)	-7
CC1(C)C2CCC1(CS(=O)(=O)n1cnc3ccccc31)C(=O)C2 (centres undefined)	-2
Cn1nnnc1SCCNC(=O)CN1CCOc2ccccc2C1	-16
CN(Cc1nccn1C)C(=O)c1ccc(OC(C)(C)C)cc1	-5
CCOC(=O)c1ccccc1NC(=O)CSc1ccc2nc(-c3ccc(OC)cc3)cn2n1	-9
COc1cc2nc(NC(=O)c3ccccc3[N+](=O)[O-])sc2cc1OC	19
CC(C)(C)CNC(=O)CN1Cc2ccc(Nc3cccc(F)c3)nc2C1=O	7
COc1cc(Cl)cc(CN2CCCC(CO)(Cc3ccccc3)C2)c1OC (centres undefined)	-8&-7
CN1CCC2(CC1)Oc1ccccc1C1CC(c3ccc4c(c3)OCCO4)=NN12 (centres undefined)	-8
O=C(c1ccc(-n2cncn2)cc1)N1CCN(S(=O)(=O)c2cc(Cl)ccc2Cl)CC1	-6
COc1ccc(-n2c(SCC(=O)NCC3CCCO3)nc3c(c2=O)SC(C)C3)cc1 (centres undefined)	-6
C=CCC(NC(=O)c1ccc(OC(F)F)c(OC)c1)c1ccncc1 (centres undefined)	-5
CNC(=O)c1cc2c(s1)CCN(Cc1cc3n(n1)CCNC3)C2	-16
Cc1ccsc1CNn1nnnc1N	-9
Fc1ccc(-c2cc3ncnc(NCc4ccc5c(c4)OCO5)c3s2)cc1	-9
CCOC(=O)c1cc2cc3ccccc3cc2oc1=O	-7
CCC(=O)Nc1ccc(C(=O)NCCNS(=O)(=O)c2ccc(Cl)c(Cl)c2)cc1	6
O=C(CC1CCc2ccccc21)NCCc1cnc2ccccn12 (centres undefined)	-12

(next part)
SMILES	mcGAS RapidFire
O=C(O)c1cc2c(F)ccc(Br)c2[nH]1	30
CCC1CCC(C(=O)NCC(=O)N2CCCC3(CCNC3)C2)CC1 (centres undefined)	-14
O=C(Cc1ccccc1O)N1CCCC(Nc2ccc(F)c(F)c2)C1 (centres undefined)	-10
Nc1ccc2c(Cl)cc(Cl)cc2n1	6
CC(OC(=O)CNC(=O)c1ccccc1)C(=O)Nc1cc(Cl)cc(Cl)c1 (centres undefined)	-1
COc1cc(C2NC(=O)NC3=C2C(=O)N(CCO)C3)cc(OC)c1OC (centres undefined)	-2
O=C(NCc1ccccc1F)c1ccc(NC(=O)c2cccs2)cc1	-9
C=C(C)Cn1c(=O)c2c(nc3n(-c4cc(OC)ccc4OC)c(C)cn23)n(C)c1=O	-9
CC(=O)NCc1ccc(C(=O)NC(C)c2cc3ccccc3o2)cc1 (centres undefined)	-7
N#Cc1c(N)n(-c2ccc(O)cc2)c2nc3ccccc3nc12	-8
CCOc1cccc(/C=C/c2ncc(C(=O)NC)s2)c1	-14
O=S(=O)(NCc1ccccc1)Nc1ccccc1N1CCOCC1	6
CC(Oc1cc(Cl)ccc1Cl)C(=O)Nc1ccc(Cl)c(S(=O)(=O)N(C)C)c1 (centres undefined)	0
FC(F)(F)C1=NCCN=C(c2ccc(Br)cc2)C1	-22
CCOC(=O)c1ccccc1NC(=O)CN1CCC(Cn2cnc3ccccc32)CC1	1
